Bioassay records from PubChem.
LDHA block: LDHA (human) enzyme inhibition; P00338; purified LDHA, NADH/diaphorase-resazurin fluorescence; active compounds read low; activity change, % (values are at about 110 or 230 µM); 480,000 tested, 0.15% active; in the data active means activity change below about -30%; inconclusive means mostly about -25% to -30%;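 further: plate controls were DMSO wells for no effect and wells without enzyme for full effect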
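Human LDH5 at 2 nM final in Tris HCl pH 7.4 with 0.06 mM NADH and 0.2 mM pyruvate, reacted 5 minutes at room temperature. Remaining NADH coupled via diaphorase/resazurin; resorufin fluorescence read at 0 and 20 minutes, normalized to enzyme-free and DMSO wells.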
PI4K2A block: inhibitors of human PI4K2A. purified PI4K2A, ADP-Glo luminescence, 1 h; active compounds read low. AID 1346378. activity change, negative = inhibition, % at 76.9 µM. 420,000 tested, 0.13% active. Q9BTU6; in the data active means activity change below about -50%; inconclusive means mostly about -30% to -49%;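 further: -100% = wells without enzyme as full effect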
Target sequence (Q9BTU6 whole entry, looked up): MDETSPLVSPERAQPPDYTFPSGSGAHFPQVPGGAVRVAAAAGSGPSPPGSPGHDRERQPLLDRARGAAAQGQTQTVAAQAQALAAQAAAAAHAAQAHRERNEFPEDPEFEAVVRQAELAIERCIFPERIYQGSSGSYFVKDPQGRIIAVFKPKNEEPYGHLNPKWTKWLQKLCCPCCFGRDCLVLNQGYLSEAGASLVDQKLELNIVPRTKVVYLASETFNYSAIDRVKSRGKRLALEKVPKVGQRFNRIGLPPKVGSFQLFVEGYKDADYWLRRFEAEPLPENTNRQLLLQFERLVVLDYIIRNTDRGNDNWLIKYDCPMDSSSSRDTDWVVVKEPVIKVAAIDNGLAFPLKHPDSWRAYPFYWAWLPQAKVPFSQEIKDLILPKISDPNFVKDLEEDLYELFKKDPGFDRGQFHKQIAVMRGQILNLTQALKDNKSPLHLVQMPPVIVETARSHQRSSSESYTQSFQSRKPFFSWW
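Compounds are screened against recombinant PI4K2A using PI as substrate and ATP, the latter dispensed at 300 microM. Reactions run one hour at ambient temperature before ADP-Glo detection; full inhibition defined by wells lacking enzyme.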
GRP78 ERSR act: ER stress response induction in glioma. Potency, µM, inactives show top-dose activation, usual class: activators. U87-MG GRP78 promoter luciferase reporter, 16 h. 420,000 tested, 0.02% active; further: potency means the concentration at half of the fitted maximal effect; series mostly up to about 76 µM; % of control where 0% means no effect; nearly all actives have a fitted effect of over 35% in size
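ERSR induction read as luciferase luminescence (Bright-Glo, 10 min at room temperature) in stably transfected human U87-MG glioma cells exposed to compounds for 16 h, using GRP78 as sensor.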
Vif-A3F inh: inhibitors of Vif-A3F interaction | HeLa A3F-eYFP + Vif (tagged APOBEC3F with the HIV-1 protein that degrades it), YFP fluorescence increase | Potency, µM (doses to about 46.1 µM), for inactives: at the highest dose activity, negative = active | 390,000 tested, 0.2% active | AID 602313; further: potency means the concentration at half of the fitted maximal effect; % of control where 0% means no effect; nearly all actives have a fitted effect of over 65% in size
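HeLa cells stably expressing A3F-eYFP plus Vif, plated and incubated overnight at 37 deg C, then exposed to compounds overnight at 37 deg C. Blocked degradation read as raised yellow fluorescence (Ex 488/Em 500-530).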
mIDH1 inhibitor: human IDH1 R132H inhibition; IDH1-R132H enzyme, NADPH consumption, diaphorase/resazurin fluorescence; Potency, µM (titrated, usually from 76.6 µM), for the others: at the top dose activity change, negative = inhibition, hits mostly inhibitors; 390,000 tested, 0.093% active; AID 602179; further: potency means the concentration at half of the fitted maximal effect; on the % scale 0 is the no-effect control and ±100 the full control effect; nearly all actives have a fitted effect of over 65% in size
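IDH1-R132H (0.5 ug/mL dispensed) in pH 7.5 Tris buffer was preincubated 30 min with compound, then given a substrate mix of 0.016 mM NADPH and 2 mM alpha-KG for 80 min at room temperature; remaining NADPH was read by diaphorase/resazurin fluorescence.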
RXFP1 agonist: RXFP1 (human) receptor agonism; 370,000 tested, 0.3% active; HEK293T-RXFP1 cAMP TR-FRET, 30 min; response scale: percent of porcine relaxin response, buffer zero; Q9HBX9; Potency, µM (highest dose often 57.5 µM), for the others: at the highest dose activation, most hits filed as activators; AID 2676; further: potency means the concentration at half of the fitted maximal effect; on the % scale 0 is the no-effect control and ±100 the full control effect; nearly all actives have a fitted effect of over 60% in size; many of its hits are not listed in these tables
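HEK293 cells stably expressing RXFP1, treated 30 min at 37C with compounds plus PDE4 inhibitor Ro 20174; cAMP measured by HTRF TR-FRET. Normalized to buffer and 29 nM porcine relaxin; EC50 by Hill fit.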
Vif-APOBEC3G blk: Vif-A3G binding inhibition; Q9HC16; HeLa A3G-eYFP + Vif (tagged APOBEC3G with the HIV-1 protein that degrades it), YFP fluorescence, overnight; Potency, µM (highest dose often 46.1 µM), without a hit: at the highest dose activity, negative = active, hits mostly inhibitors; 410,000 tested, 0.076% active; AID 602310;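 further: potency means the concentration at half of the fitted maximal effect; on the % scale 0 is the no-effect control and ±100 the full control effect; nearly all actives have a fitted effect of over 60% in size; hits raise eYFP signal because A3G escapes Vif-driven loss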
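HeLa cells stably expressing Vif and C-terminally eYFP-tagged A3G, seeded overnight at 37 deg C, then exposed to compound by pintool overnight at 37 deg C. Rise in yellow fluorescence (Ex 488/Em 500-530, Acumen) marks blocked Vif-driven A3G degradation.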
USP1-UAF1 inh: USP1/UAF1 (human) deubiquitinase inhibition. Potency, µM (titrated, usually from 57.1 µM), for the others: at the top dose activity change, negative = inhibition, most hits filed as inhibitors. recombinant USP1/UAF1, Ub-Rhodamine cleavage fluorescence. O94782. AID 743255. 390,000 tested, 0.23% active; further: potency means the concentration at half of the fitted maximal effect; on the % scale 0 is the no-effect control and ±100 the full control effect; nearly all actives have a fitted effect of over 60% in size; inactives centre near -12
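Step one: compound is pinned into 1nM USP1/UAF1 in HEPES pH 7.8 buffer with TCEP. Step two: 15 min room-temperature incubation. Step three: Ub-Rho (150nM final) starts cleavage, tracked by fluorescence over six one-minute reads.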
TrxR1 substrate: rat thioredoxin reductase 1 substrate activity | purified TrxR1 substrate turnover, NADPH consumption readout | Potency, µM (doses to about 114 µM), for the others: at the highest dose activity change, negative = substrate turnover | O89049 | 390,000 tested, 0.01% active; further: potency means the concentration at half of the fitted maximal effect; on the % scale 0 is the no-effect control and ±100 the full control effect; nearly all actives have a fitted effect of over 50% in size
Target sequence (O89049 whole entry, looked up): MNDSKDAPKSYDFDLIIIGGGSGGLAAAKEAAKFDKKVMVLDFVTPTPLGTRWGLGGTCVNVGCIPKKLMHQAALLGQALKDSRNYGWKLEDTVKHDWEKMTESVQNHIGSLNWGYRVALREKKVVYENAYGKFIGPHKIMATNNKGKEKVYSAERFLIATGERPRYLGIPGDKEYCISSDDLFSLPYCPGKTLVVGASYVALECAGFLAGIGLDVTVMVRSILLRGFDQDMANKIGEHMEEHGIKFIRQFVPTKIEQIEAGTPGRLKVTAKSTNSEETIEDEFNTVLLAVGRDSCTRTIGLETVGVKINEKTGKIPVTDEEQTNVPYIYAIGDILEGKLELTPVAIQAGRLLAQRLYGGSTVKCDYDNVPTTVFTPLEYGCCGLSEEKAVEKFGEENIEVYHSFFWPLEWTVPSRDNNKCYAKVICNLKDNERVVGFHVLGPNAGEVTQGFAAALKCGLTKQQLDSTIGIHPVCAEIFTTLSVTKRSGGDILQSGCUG
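Rat TrxR1, dispensed at 90 nM, was prereduced with 400 uM NADPH (final) for 5 min at ~22 deg C, then incubated with compound 15 min before 400 uM selenite. A first-read NADPH fluorescence drop versus no-compound background flagged substrates.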
* hit, by the source's call; ? = inconclusive; . = not tested or not shown; & = joins results of further samples; [ ] = another dose, or the depositor's remark. Unless noted, the call rests on the fitted dose curve; in most records, active means well fitted curve in the direction sought with a large enough effect; inconclusive means small, poorly fitted or top-dose-only effect, or another doubt; inactive means no such curve, though single readings can be large; an effect the other way counts as inactive or inconclusive.

Start of the data: the first 4 entries as a preview:
No. | Molecule | LDHA block | PI4K2A block | GRP78 ERSR act | Vif-A3F inh | mIDH1 inhibitor | RXFP1 agonist | Vif-APOBEC3G blk | USP1-UAF1 inh | TrxR1 substrate
1 | Cc1ccc(NC(=O)COS(=O)c2ccc(C)cc2)cc1 (centres undefined) | -3 | 1 | -2% | 9% | 1% | -1.2% | 0% | 4% | 1%[57.1 µM]
2 | Cc1cc(OC(=O)c2ccc(C)c(C)c2)c([N+](=O)[O-])c(=O)[nH]1 | 0 | -5 | -2% | -1% | -1% | 1.0% | -5% | -23% | -2%
3 | Cc1ccc(-c2nc(CS(=O)(=O)CC(=O)NC3CC3)c(C)o2)cc1 | -4 | -4 | -2% | -21% | -6% | -0.6% | -4% | -24% | 1%
4 | COc1ccc(C(=O)N2CCC(C(=O)Nc3ccccc3Cl)CC2)cc1 | -2 | 0 | -3% | 3% | 2% | 0.3% | 2% | -9% | 5%

All compounds of this part, from the first entry:
No. | Molecule | LDHA block | PI4K2A block | GRP78 ERSR act | Vif-A3F inh | mIDH1 inhibitor | RXFP1 agonist | Vif-APOBEC3G blk | USP1-UAF1 inh | TrxR1 substrate
1 | Cc1ccc(NC(=O)COS(=O)c2ccc(C)cc2)cc1 (centres undefined) | -3 | 1 | -2% | 9% | 1% | -1.2% | 0% | 4% | 1%[57.1 µM]
2 | Cc1cc(OC(=O)c2ccc(C)c(C)c2)c([N+](=O)[O-])c(=O)[nH]1 | 0 | -5 | -2% | -1% | -1% | 1.0% | -5% | -23% | -2%
3 | Cc1ccc(-c2nc(CS(=O)(=O)CC(=O)NC3CC3)c(C)o2)cc1 | -4 | -4 | -2% | -21% | -6% | -0.6% | -4% | -24% | 1%
4 | COc1ccc(C(=O)N2CCC(C(=O)Nc3ccccc3Cl)CC2)cc1 | -2 | 0 | -3% | 3% | 2% | 0.3% | 2% | -9% | 5%
5 | O=C(N/N=C/C=C/c1ccco1)c1cccs1 | 14 | -9 | 5% | ? | -2% | -1.2% | -11% | -25% | 0%[57.1 µM]
6 | Cc1ccc(CNC2CCCCC2)s1 | -4 | -1 | -4% | -5% | -5% | 2.0% | 0% | -4% | 9%[57.1 µM]
7 | Cc1cc2c(C)ccc(C)c2nc1SCC(=O)c1cccs1 | 0 | -1 | 1% | ? | 1% | 0.4% | -6% | ? | -5%
8 | COc1ccc(Nc2ccc(Nc3ccc(OC)cc3)nn2)cc1 | -8 | -2 | -1% | -7% | -3% | -0.8% | 2% | 1% | -2%
9 | COCCCNc1nc2c([nH]1)c(=O)[nH]c(=O)n2C | -5 | 5 | -1% | -1% | 0% | -0.3% | 3% | -20% | 3%[57.1 µM]
10 | COc1ccc(C2NC(=O)NC(C)=C2C(=O)OCc2ccccc2)cc1 (centres undefined) | -3 | 3 | -3% | -15% | 15% | -4.3% | -10% | -10% | 0%
11 | Cc1cccc(-c2noc(CCC(=O)NCc3ccccc3)n2)c1 | -10 | -6 | -6% | 2% | 4% | 1.5% | -2% | -12% | -8%
12 | Cc1ccc(NC(=O)COC(=O)[C@@H]2CCCN2C(=O)c2cccs2)cc1S(=O)(=O)N(C)C | -9 | -3 | -4% | 2% | -9% | -5.5% | 1% | -2% | -2%
13 | CCOC(=O)Cc1csc(NC(=O)Nc2ccc(F)cc2)n1 | 1 | -1 | -2% | -4% | 2% | -0.4% | 1% | -3% | 6%[57.1 µM]
14 | Nc1ccc(C23CC4CC(CC(O)(C4)C2)C3)cc1 | -1 | 2 | -9% | 1% | 1% | 2.7% | 0% | 1% | 7%[57.1 µM]
15 | Cn1ccc(C(=O)N/N=C/c2ccccc2[N+](=O)[O-])n1 | 3 | -6 | 6% | 8% | 5% | 2.4% | 0% | -11% | 2%[57.1 µM]
16 | O=C1CCCc2oc3ccc(NS(=O)(=O)c4cccc5cccnc45)cc3c21 | -12 | 7 | -5% | 1% | -3% | 2.6% | -11% | -16% | 2%[57.1 µM]
17 | CC(NC(=O)c1ccco1)C(=O)OC(C)C(=O)NCc1ccccc1 (centres undefined) | -9 | 0 | -1% | -4% | -1% | 1.5% | 0% | ? | 2%[57.1 µM]
18 | Cc1ccc(CCC(=O)Nc2ccc(C#N)cc2)o1 | 0 | -3 | -5% | -2% | 8% | 1.2% | 1% | -22% | 0%
19 | CCn1cc(C(=O)N[C@@H](CCSC)C(=O)NCCN2CCOCC2)c(=O)c2cc3c(cc21)OCO3 | -2 | 1 | -1% | -17% | -4% | 0.6% | 1% | -7% | 9%
20 | Cc1c(C(=O)NC(C)CN2CCCCC2)oc2ccccc12 (centres undefined) | 1 | -3 | -4% | 0% | 3% | 1.3% | -1% | -3% | 2%
21 | Cc1ccc(S(=O)(=O)N(C)Cc2ccc(C(=O)NN=C3C4CC5CC(C4)CC3C5)cc2)cc1 | -2 | -5 | 5% | -6% | 4% | 1.1% | -1% | -17% | -2%
22 | CCOC(=O)C1=NOC2COC3(CCN(c4ncccn4)CC3)OCC12 (centres undefined) | 0 | -2 | -1% | -2% | -1% | 4.7% | -5% | -14% | -8%
23 | CCC(=O)Nc1ccccc1Sc1ncnc2scc(-c3ccccc3)c12 | 0 | 2 | -4% | -4% | -2% | -0.8% | -9% | -19% | -3%[57.1 µM]
24 | CCS(=O)(=O)N1CC(=O)N(c2ccccc2C)C(C)(C(=O)NC2CCCCC2)C1 (centres undefined) | -18 | 1 | -3% | 0% | -4% | 1.3% | 3% | -15% | 5%
25 | O=C(O)c1ccc(COc2ccccc2/C=C2\NC(=O)N(Cc3ccccc3F)C2=O)cc1 | -9 | 3 | -4% | 1% | -9% | 2.6% | -16% | -15% | 9%[57.1 µM]
26 | CC(C)N(C(=O)CSc1nnc(-c2ccc3c(c2)OCO3)n1C)C(C)C | -6 | -7 | -1% | 3% | -3% | -0.1% | 1% | -14% | 7%[57.1 µM]
27 | Cc1nc(-n2nc(C)c(Cc3ccccc3Cl)c2C)sc1C(=O)N1CCCCC1C (centres undefined) | -5 | 3 | -3% | 3% | -8% | 4.0% | 0% | 2% | -17%
28 | CC(=C1C2C=CC1C1C(=O)NC(=O)C21)c1ccccc1 (centres undefined) | -7 | 2 | -1% | -3% | 7% | 0.0% | 0% | -4% | 3%[57.1 µM]
29 | CC(=O)c1ccc(NC(=O)CCOc2ccccc2)cc1 | -12 | -3 | -1% | -9% | 21% | -2.5% | 2% | -20% | -4%
30 | O=C(NC(=S)Nc1ccc2c(c1)OCCO2)c1ccco1 | -5 | -2 | -5% | -6% | 10% | 6.4% | 1% | -5% | 5%[57.1 µM]
31 | Cc1cccc(S(=O)(=O)C(C#N)c2nc3ccccc3nc2N2CCOCC2)c1 (centres undefined) | 1 | -11 | -1% | -3% | 6% | 1.7% | 1% | -11% | -5%
32 | CCCS(=O)(=O)N1CCCC(C(=O)NCCCN(Cc2ccccc2)C(C)C)C1 (centres undefined) | -4 | 1 | -7% | -2% | 0% | 0.5% | 0% | -26% | 1%
33 | Cc1ccsc1C(=O)Nc1cc(Cl)ccc1-n1cncn1 | -1 | -1 | 1% | 3% | 3% | . | -5% | -4% | 6%
34 | Cc1nc2sccn2c(=O)c1S(=O)(=O)Nc1ccc(N2CCOCC2)c(Cl)c1 | 0&-2 | -4&0 | 1%&0% | -2%&2% | 2%&0% | 2.0%&3.0% | 0%&0% | -2%&3% | 6%[57.1 µM]
35 | CCn1c(SCC(=O)NCc2cccs2)nnc1-c1ccncc1 | 1 | 1 | -4% | -9% | 2% | 0.7% | -4% | -23% | 14%
36 | COC(=O)c1ccc(NC(=O)c2ccc3c(c2)C(=O)N(C)C3=O)cc1 | -6 | 4 | -4% | 0% | 6% | 1.1% | 0% | -7% | 11%[57.1 µM]
37 | COc1cccc(C(=O)Nc2cc(C(=O)NCc3ccc(C)cc3)ccc2N2CCC3(CC2)CC(c2cccc(Br)c2)=NO3)c1 | -17 | -3 | -6% | -8% | -17% | 5.7% | -8% | 16% | 11%[57.1 µM]
38 | OCCOc1cccc(CN2CCC(CO)(CCOc3ccccc3)CC2)c1 | -4 | 0 | -4% | 12% | 7% | 1.9% | 0% | -10% | 5%
39 | Clc1ccc(-c2nnc(-c3ccc4ccccc4c3)o2)cc1 | -2 | 0 | -3% | 1% | -3% | . | 1% | ? | 9%[57.1 µM]
40 | CCCc1c(C(=O)N/N=C(\C)c2cccnc2)nnn1-c1nonc1N | -3 | -1 | 0% | -5% | -2% | . | 2% | 11% | .
41 | CCCS(=O)(=O)NCc1cn2c(C)csc2n1 | -1 | 3 | 1% | 3% | -5% | 2.5% | 2% | ? | 4%[57.1 µM]
42 | O=C(C1CCN(S(=O)(=O)c2cccc3nonc23)CC1)N1CCN(c2ccccc2F)CC1 | -6 | -2 | -3% | 0% | -7% | -1.0% | 0% | -29% | -5%[57.1 µM]
43 | Cc1cccc(CN2CCN(Cc3ccco3)CC2)c1 | -32* | 3 | -3% | -19% | 3% | 0.0% | 0% | -20% | 1%
44 | CN(c1ccccc1)S(=O)(=O)c1ccc(C(=O)Nc2nnc(-c3ccc(F)cc3)o2)cc1 | 3 | -1 | -2% | 1% | -7% | 1.2% | 10% | -2% | -10%
45 | O=C(CN1CCN(c2cccc(Cl)c2)CC1)Nc1nccs1 | 0 | -3 | -5% | 1% | 11% | -0.2% | 7% | -22% | 2%
46 | N#Cc1ccc2sn(-c3ccccc3)c(=O)c2c1 | -11 | -2 | 3% | ? | -2% | . | -1% | -21% | .

The list is partial; count on the stated rates, not on these rows.
